DAX1 inh-1 = blocks DAX1 repression of SF-1 activated StAR promoter; HEK293T StAR-luciferase reporter, SF-1/DAX-1 repression relief; inhibition, % at 6.8 µM; 370,000 tested, 1.1% active; AID 652010;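 active = inhibition above the mean over all tested compounds plus 3 SD, cut at about 3.6% in these data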;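 note: 0% = DAX-1 cells with DMSO and 100% = cells lacking DAX-1 with DMSO; higher inhibition means more luminescence from relief of DAX-1 repression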
ssDAF12 agonist = activates DAF-12 receptor from parasite S. stercoralis; HEK293 ssDAF-12/GRIP1 lit1-tk-luc reporter, luminescence; % of 3 µM dafachronic acid response; activation, % at 6.8 µM; 370,000 tested, 1% active; AID 652126;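 active = activation above the mean over all tested compounds plus 3 SD, cut at about 0.9% in these data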;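 note: 0% = DMSO-only wells and 100% = 3 µM delta7-dafachronic acid wells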
Rev-erbA mod = modulates human Rev-erb alpha binding to DNA | P20393 | Rev-erbα–FITC-DNA binding, fluorescence polarization, 90 min | activity, % at 10 µM | 370,000 tested, 0.79% active;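 active = activity above about 14%, limit read from the data; passing the limit was not always enough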;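 note: 0% = DMSO wells with 35 nM protein and 100% = DMSO wells with 750 nM protein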
ADAM17 inh = ADAM17 inhibition, QFRET primary screen. P78536. recombinant ADAM17, EDANS/DABCYL FRET peptide cleavage. inhibition, % at 6.95 µM. 370,000 tested, 0.83% active;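 active = inhibition above the mean of compounds lying between control limits plus 3 SD, set per campaign, cut at about 8.5% in these data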;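 note: 0% = DMSO-only wells as the low control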
hgDAF12 agonist = hgDAF-12 agonism, primary luciferase screen; HEK293 GAL4-hgDAF12 UAS-luciferase reporter, agonist luminescence; normalized to butyrate control; activation, % at 6.8 µM; 370,000 tested, 1.8% active; AID 687014;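 active = activation above a cutoff set at the mean of all screened compounds plus 3 SD, cut at about 10% in these data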;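 note: 0% = DMSO wells and 100% = sodium butyrate wells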
DAX1 inh-2 = inhibits human nuclear receptor DAX1 | HEK293 Gal4-DAX1 luciferase reporter, luminescence | inhibition, % at 6.75 µM | 340,000 tested, 0.99% active | AID 504766;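 active = inhibition above the mean over all tested compounds plus 3 SD, cut at about 4.2% in these data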;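 note: 0% = DAX1-transfected cells with DMSO and 100% = empty-vector control cells with DMSO; inhibition shows as a rise in luminescence from relieved DAX1 repression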
MBD2 inh = MBD2-methylated oligo binding inhibition; inhibition, % at 4.4 µM; 370,000 tested, 0.31% active; TR-FRET, MBD2 binding to methylated oligonucleotide; Q9UBB5; in the data active = inhibition above about 13%
PLCg1 inh = PLC-gamma1 (human) inhibition, primary screen; P19174; purified PLC-gamma1, fluorogenic substrate, fluorescence; inhibition, % at 12.2 µM; 370,000 tested, 0.84% active; in the data active = inhibition above about 9.5%
PLC-beta3 inh = PLC-beta3 (human) inhibition, primary screen; 370,000 tested, 0.18% active; Q01970; Purified PLC-beta3, fluorogenic substrate, fluorescence; inhibition, % at 12.2 µM; in the data active = inhibition above about 11%;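 note: 0% = median of compound wells on plate and 100% = full blocker control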
Target sequence (Q01970 whole entry, looked up): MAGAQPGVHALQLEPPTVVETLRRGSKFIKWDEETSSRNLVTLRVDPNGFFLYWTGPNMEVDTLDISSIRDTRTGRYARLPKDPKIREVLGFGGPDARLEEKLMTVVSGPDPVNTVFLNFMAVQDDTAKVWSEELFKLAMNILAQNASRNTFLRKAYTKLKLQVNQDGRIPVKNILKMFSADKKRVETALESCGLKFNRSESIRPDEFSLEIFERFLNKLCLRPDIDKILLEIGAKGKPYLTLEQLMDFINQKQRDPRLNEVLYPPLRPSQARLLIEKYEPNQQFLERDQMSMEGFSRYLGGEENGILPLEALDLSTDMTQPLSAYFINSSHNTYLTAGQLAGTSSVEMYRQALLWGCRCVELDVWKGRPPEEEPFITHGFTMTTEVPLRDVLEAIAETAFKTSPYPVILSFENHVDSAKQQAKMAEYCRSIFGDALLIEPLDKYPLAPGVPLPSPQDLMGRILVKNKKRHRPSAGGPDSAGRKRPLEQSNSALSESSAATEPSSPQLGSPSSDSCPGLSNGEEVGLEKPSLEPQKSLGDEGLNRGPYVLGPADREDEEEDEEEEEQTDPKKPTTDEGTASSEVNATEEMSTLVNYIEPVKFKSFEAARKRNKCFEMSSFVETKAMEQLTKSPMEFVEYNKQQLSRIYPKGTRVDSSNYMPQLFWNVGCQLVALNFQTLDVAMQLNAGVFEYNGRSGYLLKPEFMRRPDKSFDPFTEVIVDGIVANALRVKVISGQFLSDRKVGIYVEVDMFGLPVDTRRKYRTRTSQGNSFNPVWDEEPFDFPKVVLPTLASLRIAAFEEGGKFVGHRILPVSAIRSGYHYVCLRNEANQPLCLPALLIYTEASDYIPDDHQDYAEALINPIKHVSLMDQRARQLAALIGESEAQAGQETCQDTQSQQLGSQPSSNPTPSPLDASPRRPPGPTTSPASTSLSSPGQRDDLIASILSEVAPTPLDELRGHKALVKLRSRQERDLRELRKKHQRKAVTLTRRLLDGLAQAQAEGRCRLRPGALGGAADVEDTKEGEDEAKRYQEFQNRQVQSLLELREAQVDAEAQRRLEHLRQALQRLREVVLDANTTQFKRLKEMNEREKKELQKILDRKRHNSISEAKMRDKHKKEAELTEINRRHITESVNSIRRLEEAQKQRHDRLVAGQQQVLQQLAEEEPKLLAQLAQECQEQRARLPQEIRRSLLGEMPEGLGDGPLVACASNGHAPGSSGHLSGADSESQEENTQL
hcDAF-12 act = activators of H. contortus DAF-12 nuclear receptor. 370,000 tested, 1.4% active. HEK293 hcDAF-12 lit1-tk-luc reporter, luminescence; 0% DMSO, 100% Δ7-dafachronic acid. activation, % at 6.8 µM;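 active = activation above the mean of all tested compounds plus 3 SD, cut at about 5.5% in these data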;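 note: 100% = response to 3 µM Δ7-dafachronic acid high control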
SMARCA2 act = activators of SMARCA2 function. MG213 cells, MMTV-luciferase reporter, dexamethasone, overnight. activation, % at 9.1 µM. 370,000 tested, 1% active. AID 652017; in the data active = activation above about 7.8%;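 note: 0% = vehicle wells and 100% = reference activator wells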
An asterisk follows results filed as active.

How did C[C@H](CO)N1C[C@H](C)[C@@H](CN(C)S(C)(=O)=O)Oc2c(NC(=O)C3CCCCC3)cccc2C1=O do in these assays?
DAX1 inh-1: -0.1; ssDAF12 agonist: -1.1; Rev-erbA mod: -2; ADAM17 inh: -5; hgDAF12 agonist: -1.2; DAX1 inh-2: 0.2; MBD2 inh: -7; PLCg1 inh: 2; PLC-beta3 inh: 0; hcDAF-12 act: -1.8; SMARCA2 act: 0

How did CCOC(=O)[C@]12CCCC=C1N(Cc1ccc3c(c1)OCO3)C(=O)[C@H](CC(=O)N1CCC(c3ccccc3)CC1)C2 do in these assays?
DAX1 inh-1: 2.5; ssDAF12 agonist: -1.0; Rev-erbA mod: 2; ADAM17 inh: 4; hgDAF12 agonist: -0.8; MBD2 inh: 1; PLCg1 inh: -2; PLC-beta3 inh: 0; hcDAF-12 act: -1.5; SMARCA2 act: 2

Results for CN(C)/C=C/c1c(C#N)c(=O)ncn1Cc1ccccc1 ?
DAX1 inh-1: -0.1; ssDAF12 agonist: -0.5; Rev-erbA mod: -4; ADAM17 inh: -1; hgDAF12 agonist: -1.6; DAX1 inh-2: 1.4; MBD2 inh: 0; PLCg1 inh: 3; PLC-beta3 inh: 5; hcDAF-12 act: -0.9; SMARCA2 act: 0

Results for COc1cc(OC)cc(-c2cc3nc(C4CCN(C(=O)OC(C)(C)C)CC4)cc(=O)n3[nH]2)c1 ?
DAX1 inh-1: -0.2; ssDAF12 agonist: -0.7; Rev-erbA mod: -7; ADAM17 inh: -1; hgDAF12 agonist: -1.2; DAX1 inh-2: -0.1; MBD2 inh: -2; PLCg1 inh: 2; PLC-beta3 inh: 3; hcDAF-12 act: -0.5; SMARCA2 act: 7

What do the screens show for `O=C(CCS(=O)(=O)c1ccccc1)Nc1nnc(-c2ccco2)o1`?
DAX1 inh-1: 1.8; ssDAF12 agonist: -0.5; Rev-erbA mod: 7; ADAM17 inh: -2; hgDAF12 agonist: 0.7; DAX1 inh-2: 3.4; MBD2 inh: -7; PLCg1 inh: 1; PLC-beta3 inh: -5; hcDAF-12 act: 0.4; SMARCA2 act: 2

How did O=[N+]([O-])c1cc(C(F)(F)F)ccc1NCCc1ccncc1 do in these assays?
DAX1 inh-1: -0.1; ssDAF12 agonist: -1.4; Rev-erbA mod: 8; ADAM17 inh: 0; hgDAF12 agonist: 0.9; DAX1 inh-2: -0.6; MBD2 inh: -3; PLCg1 inh: -1; PLC-beta3 inh: 1; hcDAF-12 act: -1.2; SMARCA2 act: -1

Results for COc1ccccc1NC(=O)Nc1ccc(CC#N)cc1 ?
DAX1 inh-1: 0.4; ssDAF12 agonist: -0.3; Rev-erbA mod: 1; ADAM17 inh: 0; hgDAF12 agonist: 3.3; DAX1 inh-2: 0.5; MBD2 inh: 60*; PLCg1 inh: 4; PLC-beta3 inh: -4; hcDAF-12 act: 0.2; SMARCA2 act: 1

How did Cn1c(=O)c2[nH]c(CN3CCCCC3)nc2n(C)c1=O do in these assays?
DAX1 inh-1: -0.1; ssDAF12 agonist: -1.0; Rev-erbA mod: 2; ADAM17 inh: -3; hgDAF12 agonist: -1.4; DAX1 inh-2: 0.7; MBD2 inh: 0; PLCg1 inh: 0; PLC-beta3 inh: 2; hcDAF-12 act: -1.4; SMARCA2 act: 0

Results for Cc1c(C(=O)C(=O)N2CC=C(c3ccccc3)CC2)c2ccccc2n1C ?
DAX1 inh-1: -2.3; ssDAF12 agonist: -0.9; Rev-erbA mod: -2; ADAM17 inh: 6; hgDAF12 agonist: -0.4; DAX1 inh-2: -1.0; MBD2 inh: 4; PLCg1 inh: 3; PLC-beta3 inh: -2; hcDAF-12 act: 0.1; SMARCA2 act: 2

How did CCN(CC)c1ccc(NC(=O)c2ccccc2OCC(=O)OC)cc1 do in these assays?
DAX1 inh-1: 0.3; ssDAF12 agonist: -1.7; Rev-erbA mod: 5; ADAM17 inh: 2; hgDAF12 agonist: 1.2; DAX1 inh-2: 0.7; MBD2 inh: 3; PLCg1 inh: -10; PLC-beta3 inh: -185; hcDAF-12 act: -2.4; SMARCA2 act: 2

What do the screens show for `COc1ccc(OC)c(/C=N/NC(=O)C(=O)NCc2cccnc2)c1`?
DAX1 inh-1: 1.8; ssDAF12 agonist: -1.6; Rev-erbA mod: 4; ADAM17 inh: -5; hgDAF12 agonist: -1.1; DAX1 inh-2: 0.4; MBD2 inh: 1; PLCg1 inh: 1; PLC-beta3 inh: -9; hcDAF-12 act: -1.2; SMARCA2 act: -2

What do the screens show for `Cc1cc(F)ccc1S(=O)(=O)N1CCCOC1CNC(=O)C(=O)NCCc1c[nH]c2ccccc12` (stereo not given)?
DAX1 inh-1: -1.2; ssDAF12 agonist: -1.9; Rev-erbA mod: 0; ADAM17 inh: 3; hgDAF12 agonist: -5.1; DAX1 inh-2: -1.5; MBD2 inh: 1; PLCg1 inh: 5; PLC-beta3 inh: -6; hcDAF-12 act: -2.6; SMARCA2 act: -3

Results for CCOc1cccc(NC(=O)c2ccc(S(=O)(=O)N3CCCC3)cc2)c1 ?
DAX1 inh-1: -2.2; ssDAF12 agonist: -0.6; Rev-erbA mod: -4; ADAM17 inh: 1; hgDAF12 agonist: 2.0; DAX1 inh-2: -0.9; MBD2 inh: -3; PLCg1 inh: 0; PLC-beta3 inh: 2; hcDAF-12 act: -2.3; SMARCA2 act: -2

Results for O=C1CN(CC(=O)Nc2cccc(Cl)c2Cl)c2ccccc2N1 ?
DAX1 inh-1: -0.4; ssDAF12 agonist: 0.6; Rev-erbA mod: 5; ADAM17 inh: -17; hgDAF12 agonist: 0.4; DAX1 inh-2: -0.8; MBD2 inh: 0; PLCg1 inh: -22; PLC-beta3 inh: -40; hcDAF-12 act: 5.3; SMARCA2 act: -4

Results for Cc1ccc(C2C(C(=O)c3cccs3)=C(O)C(=O)N2c2ccc(S(N)(=O)=O)cc2)cc1 (stereo not given) ?
DAX1 inh-1: 0.4; ssDAF12 agonist: -1.2; Rev-erbA mod: 0; ADAM17 inh: 0; hgDAF12 agonist: 4.2; DAX1 inh-2: -0.7; MBD2 inh: 0; PLCg1 inh: -4; PLC-beta3 inh: -16; hcDAF-12 act: 1.6; SMARCA2 act: -1

Ordered by length of the SMILES (lowest first): some entries from above.
Results for CN(C)/C=C/c1c(C#N)c(=O)ncn1Cc1ccccc1 ?
DAX1 inh-1: -0.1; ssDAF12 agonist: -0.5; Rev-erbA mod: -4; ADAM17 inh: -1; hgDAF12 agonist: -1.6; DAX1 inh-2: 1.4; MBD2 inh: 0; PLCg1 inh: 3; PLC-beta3 inh: 5; hcDAF-12 act: -0.9; SMARCA2 act: 0

What do the screens show for `O=C(CCS(=O)(=O)c1ccccc1)Nc1nnc(-c2ccco2)o1`?
DAX1 inh-1: 1.8; ssDAF12 agonist: -0.5; Rev-erbA mod: 7; ADAM17 inh: -2; hgDAF12 agonist: 0.7; DAX1 inh-2: 3.4; MBD2 inh: -7; PLCg1 inh: 1; PLC-beta3 inh: -5; hcDAF-12 act: 0.4; SMARCA2 act: 2

How did C[C@H](CO)N1C[C@H](C)[C@@H](CN(C)S(C)(=O)=O)Oc2c(NC(=O)C3CCCCC3)cccc2C1=O do in these assays?
DAX1 inh-1: -0.1; ssDAF12 agonist: -1.1; Rev-erbA mod: -2; ADAM17 inh: -5; hgDAF12 agonist: -1.2; DAX1 inh-2: 0.2; MBD2 inh: -7; PLCg1 inh: 2; PLC-beta3 inh: 0; hcDAF-12 act: -1.8; SMARCA2 act: 0

Remaining list, next part.
Results for CCOc1ccc(NC(=O)CN(C)C(=O)CCCn2c(=O)oc3ccccc32)cc1OCC ?
DAX1 inh-1: 0.8; ssDAF12 agonist: 0.0; Rev-erbA mod: -11; ADAM17 inh: -1; hgDAF12 agonist: 0.6; DAX1 inh-2: -1.8; MBD2 inh: -1; PLCg1 inh: -1; PLC-beta3 inh: -7; hcDAF-12 act: 0.3; SMARCA2 act: -2

Results for CCN(CC)S(=O)(=O)c1cccc(-c2nnc(SCC(=O)NC)n2N)c1 ?
DAX1 inh-1: -0.1; ssDAF12 agonist: -1.0; Rev-erbA mod: 5; ADAM17 inh: -2; hgDAF12 agonist: -2.2; DAX1 inh-2: 1.1; MBD2 inh: 2; PLCg1 inh: 2; PLC-beta3 inh: 4; hcDAF-12 act: -0.5; SMARCA2 act: 2

What do the screens show for `COc1ccc(S(=O)(=O)N(C)CC(=O)Nc2ccc(C(N)=O)cc2)cc1OC`?
DAX1 inh-1: 0.3; ssDAF12 agonist: -1.4; Rev-erbA mod: 0; ADAM17 inh: -2; hgDAF12 agonist: 1.7; DAX1 inh-2: 0.7; MBD2 inh: 5; PLCg1 inh: 1; PLC-beta3 inh: -1; hcDAF-12 act: 1.9; SMARCA2 act: -3

Results for Cc1ccccc1NC(=S)N1CCN(Cc2ccccc2)CC1 ?
DAX1 inh-1: -0.4; ssDAF12 agonist: -1.3; Rev-erbA mod: 2; ADAM17 inh: -1; hgDAF12 agonist: 0.4; DAX1 inh-2: -0.4; MBD2 inh: 3; PLCg1 inh: 2; PLC-beta3 inh: 3; hcDAF-12 act: -2.9; SMARCA2 act: -1

How did O=C(NC1CCCCC1)C(c1ccncc1)N(C(=O)c1ccco1)c1ccc(F)cc1 (stereo not given) do in these assays?
DAX1 inh-1: 0.1; ssDAF12 agonist: -0.9; Rev-erbA mod: -4; ADAM17 inh: -1; hgDAF12 agonist: 0.5; DAX1 inh-2: 1.1; MBD2 inh: 1; PLCg1 inh: 0; PLC-beta3 inh: -11; hcDAF-12 act: 0.9; SMARCA2 act: 3

How did Cc1ccc(N2C(=O)N(CC(=O)Nc3ccccc3C(F)(F)F)C(=O)C2C)cc1 (stereo not given) do in these assays?
DAX1 inh-1: 1.2; ssDAF12 agonist: -1.1; Rev-erbA mod: -9; ADAM17 inh: 1; hgDAF12 agonist: -0.4; DAX1 inh-2: 0.8; MBD2 inh: 0; PLCg1 inh: -4; PLC-beta3 inh: -4; hcDAF-12 act: 0.7; SMARCA2 act: -3

Assay outcomes from PubChem.

Hits appear at their usual frequency; about 7.4% have a hit in one of these screens.
